KCNH2 3.1 block: qHTS for Inhibitors of KCHN2 3.1: Mutant qHTS; Potassium voltage-gated channel subfamily H member 2, brain isoform KCNH2 3.1 (human); activity change, % (tested at about 1.8 µM); actives 0.95% (n = 340,000); U2OS KCNH2 3.1, thallium flux FluxOr; hits give low values;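 active = maximum activity change below -70%; inconclusive = maximum activity change from -70% to -50%; inactive = maximum activity change above -50%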;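 note: thallium influx rate constant from kinetic fluorescence after stimulation buffer; % is set by controls: 0 for no effect and ±100 for the full control effect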
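Virally transduced U2OS (3.1 isoform, 4 h infection in dark at RT) → overnight 37 C → FluxOr + Red40 in HBSS/HEPES, 45 min → stimulation buffer, 2 min kinetic read → rate constant vs DMSO controls.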
Gal4-VP16 FLuc: VP16 counterscreen qHTS for inhibitors of ROR gamma transcriptional activity. actives 3.5% (n = 310,000). Potency, µM (doses to about 53.6 µM), for inactives: top-dose activity, negative = inhibition, actives largely listed as inhibitors. Drosophila S2 Gal4-VP16 UAS-luciferase, luminescence, 20 h;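 note: Gal4-VP16 expression switched on by copper sulfate through the metallothionein promoter; potency is the fitted concentration of half-maximal effect; % is set by controls: 0 for no effect and ±100 for the full control effect; nearly all actives have a fitted effect of over 50% in size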
Mito fusion act: qHTS Assay for Small Molecule Inhibitors of Mitochondrial Division or Activators of Mitochondrial Fusion; S. cerevisiae fusion-defective mutant growth rescue, CellTiterGlo 48 h; AID 485298, 2010; Potency, µM (titrated, usually from 46.1 µM), for inactives: top-dose growth rescue (activation), most hits filed as activators; actives 0.23% (n = 320,000);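 note: potency is the fitted concentration of half-maximal effect; % of control where 0% means no effect; nearly all actives have a fitted effect of over 45% in size; temperature-sensitive fusion mutants such as fzo1-1 at 37 °C on non-fermentable ethanol glycerol medium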
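Compounds are tested for their ability to restore growth of mitochondrial fusion-defective yeast strains at non-permissive 37C in YPEG medium over 48 hours. Viability is quantified by luciferase luminescence.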
Menin-MLL TR inh: qHTS Assay for Inhibitors Targeting the Menin-MLL Interaction in MLL Related Leukemias: Competition With Texas Red Labeled MLL-derived Mutant Peptide | Potency, µM (doses to about 61.6 µM), without a hit: at the top dose FP activity change, negative = inhibition, actives largely listed as inhibitors | Menin + Texas Red MLL mutant peptide, fluorescence polarization | actives 0.23% (n = 270,000); active = well fitted inhibition curve with a large enough effect in the polarisation, with a control signal flat, not every such curve was filed as active; inconclusive = small, poorly fitted or top-dose-only effect, or effect the other way, or a change in a side signal; inactive = no such curve, though single readings can be large or run the other way; the % refers to the polarisation; note: potency is the fitted concentration of half-maximal effect; % of control where 0% means no effect; many of its hits are not listed in these tables
Target sequence (O00255 whole entry, looked up): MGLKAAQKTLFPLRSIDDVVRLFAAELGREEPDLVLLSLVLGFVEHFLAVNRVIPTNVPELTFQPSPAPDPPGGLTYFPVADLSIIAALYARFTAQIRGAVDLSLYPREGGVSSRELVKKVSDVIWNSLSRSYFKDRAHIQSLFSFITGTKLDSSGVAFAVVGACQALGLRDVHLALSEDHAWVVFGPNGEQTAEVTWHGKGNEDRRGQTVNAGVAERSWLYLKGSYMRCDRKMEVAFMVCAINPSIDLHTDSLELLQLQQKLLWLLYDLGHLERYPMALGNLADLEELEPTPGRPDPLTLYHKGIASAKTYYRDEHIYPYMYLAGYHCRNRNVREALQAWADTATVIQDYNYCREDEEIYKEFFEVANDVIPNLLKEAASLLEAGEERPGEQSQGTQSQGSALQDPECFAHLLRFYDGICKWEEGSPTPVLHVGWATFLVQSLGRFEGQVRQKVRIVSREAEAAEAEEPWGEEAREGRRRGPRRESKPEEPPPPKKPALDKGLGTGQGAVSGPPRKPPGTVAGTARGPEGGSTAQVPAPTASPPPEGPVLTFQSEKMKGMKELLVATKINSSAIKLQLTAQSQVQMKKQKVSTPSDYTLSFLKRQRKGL
MBNL1 CUG block: qHTS Assay for Inhibitors of MBNL1-poly(CUG) RNA binding | TR-FRET MBNL1-His/biotin-(CUG)12 binding, 665/545 ratio | Potency, µM (doses to about 57.5 µM), inactives show top-dose activity change, negative = inhibition, hits mostly inhibitors | actives 0.036% (n = 280,000); active = well fitted inhibition curve with a large enough effect in the signal ratio, with a control signal flat, not every such curve was filed as active; inconclusive = small, poorly fitted or top-dose-only effect, or effect the other way, or a change in a side signal; inactive = no such curve, though single readings can be large or run the other way; the % refers to the signal ratio; note: potency is the fitted concentration of half-maximal effect; % is set by controls: 0 for no effect and ±100 for the full control effect
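Compounds (final 92 nM to 58 uM) are added to His-tagged MBNL1 and biotin-(CUG)12, then terbium anti-His antibody and streptavidin-XL665 (5 nM final). After 60 min at room temperature, the 665/545 nm ratio is read.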
NPC1 prom act: qHTS Assay for NPC1 Promoter Activators; Huh7 NPC1 promoter luciferase reporter, 24 h; Potency, µM (titrated, usually from 9.22 µM), without a hit: top-dose activation, actives largely listed as activators; actives 2.4% (n = 320,000); AID 485313, 2010;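 note: potency is the fitted concentration of half-maximal effect; % of control where 0% means no effect; nearly all actives have a fitted effect of over 60% in size; reporter is driven by a mutant NPC1 promoter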
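Luciferase expression driven by the NPC1 promoter was measured in stably transfected Huh7 cells after a 24 h compound incubation, using a luciferase reagent and a luminescence read.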
RORgamma inh: qHTS for inhibitors of ROR gamma transcriptional activity; Drosophila S2 Gal4-RORgamma UAS-luciferase reporter, 20 h; Potency, µM (titrated, usually from 53.6 µM), for inactives: top-dose activity change, negative = inhibition, most hits filed as inhibitors; actives 5.4% (n = 310,000); AID 2551, 2010; note: potency is the fitted concentration of half-maximal effect; % is set by controls: 0 for no effect and ±100 for the full control effect; nearly all actives have a fitted effect of over 60% in size
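Drosophila S2 cells stably expressing Gal4-DBD/mouse RORγ fusion under metallothionein promoter plus UAS-luciferase; compound 1 h, then 700 uM CuSO4 induction for 20 h at ambient temperature; inhibition read as reduced luminescence.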
Rab9 prom act: qHTS Assay for Rab9 Promoter Activators; actives 2.8% (n = 320,000); Potency, µM (series often up to 9.22 µM), without a hit: at the highest dose activation, negative = inhibition, most hits filed as activators; Huh7 Rab9 promoter-luciferase reporter, luminescence, 24 h; note: potency is the fitted concentration of half-maximal effect; % of control where 0% means no effect; nearly all actives have a fitted effect of over 60% in size
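Promoter activation is measured as luciferase luminescence in Huh7 cells stably transfected with a Rab9 promoter–luciferase construct, following 24 h compound exposure at 37 °C and 10 min reagent incubation at ambient temperature.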
PKM2 activator: qHTS Assay for Activators of Human Muscle isoform 2 Pyruvate Kinase | Pyruvate kinase PKM (Homo sapiens), P14618 | purified PKM2, Kinase-Glo ATP luminescence, activation; response scale: 0% is enzyme alone, no compound | Potency, µM (top dose mostly 57.5 µM), inactives show at the highest dose activation, hits mostly activators | actives 0.34% (n = 260,000) | AID 1631, 2009; note: potency is the fitted concentration of half-maximal effect; % is set by controls: 0 for no effect and ±100 for the full control effect; nearly all actives have a fitted effect of over 55% in size
Target sequence (P14618 whole entry, looked up, canonical isoform): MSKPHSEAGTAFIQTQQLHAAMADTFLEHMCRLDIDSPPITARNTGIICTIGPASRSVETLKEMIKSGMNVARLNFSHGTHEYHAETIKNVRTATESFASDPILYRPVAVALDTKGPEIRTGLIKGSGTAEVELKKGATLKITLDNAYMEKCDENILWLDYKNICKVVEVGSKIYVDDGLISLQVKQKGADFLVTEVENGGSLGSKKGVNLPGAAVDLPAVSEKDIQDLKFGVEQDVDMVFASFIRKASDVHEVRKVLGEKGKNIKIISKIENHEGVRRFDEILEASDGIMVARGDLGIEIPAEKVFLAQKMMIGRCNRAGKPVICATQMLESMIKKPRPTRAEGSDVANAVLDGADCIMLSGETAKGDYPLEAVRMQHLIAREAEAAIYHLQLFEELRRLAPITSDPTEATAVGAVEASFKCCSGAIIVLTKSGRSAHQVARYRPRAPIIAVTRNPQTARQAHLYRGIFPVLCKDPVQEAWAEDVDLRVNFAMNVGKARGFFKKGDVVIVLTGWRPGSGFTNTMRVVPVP
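Purified hPK-M2 (>95%) run at intermediate activity with 0.1 mM ADP and 0.5 mM PEP in 50 mM imidazole pH 7.2, KCl, MgCl2; 1 h room temperature. ATP formed read by Kinase-Glo luminescence; normalized to uninhibited and no-enzyme controls.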
ELG1 repair inh: qHTS screen for small molecules that inhibit ELG1-dependent DNA repair in human embryonic kidney (HEK293T) cells expressing luciferase-tagged ELG1. actives 2.3% (n = 330,000). HEK293T ELG1-luciferase reporter, luminescence, 16 h; DNA damage induced by 5-fluorouridine. Potency, µM (highest dose often 46.1 µM), inactives show at the highest dose activity change, negative = inhibition, actives largely listed as inhibitors; note: potency is the fitted concentration of half-maximal effect; % is set by controls: 0 for no effect and ±100 for the full control effect; nearly all actives have a fitted effect of over 55% in size
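DMSO vehicle served as the neutral condition. Each well held 2,000 cells given 5-fluorouridine plus compound; after 16 hr at 37 °C/5% CO2, ONE-Glo was added and luciferase measured 30 min later.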
FLuc counter: qHTS profiling assay for firefly luciferase inhibitor/activator using purifed enzyme and Km concentrations of substrates (counterscreen for miR-21 project) | Potency, µM (series often up to 57.5 µM), inactives show at the highest dose activity change, negative = inhibition, most hits filed as inhibitors | actives 6.9% (n = 360,000) | Luciferin 4-monooxygenase (Photinus pyralis), P08659 | purified FLuc, Km substrates, luminescence inhibition;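 note: potency is the fitted concentration of half-maximal effect; plate controls were vehicle for no effect and reference inhibitor for full effect; nearly all actives have a fitted effect of over 55% in size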
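Purified P. pyralis luciferase (10nM final) with 10uM D-luciferin and 10uM ATP (Km levels) in 50mM Tris acetate pH 7.5, 10mM Mg acetate, 0.01% Tween-20, 0.05% BSA; qHTS 6-point titration, ~60 µM downward; luminescence read.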
Active calls of the source: *; ? = inconclusive; nt = no result given; & = joins results of further samples; [ ] = dose if it differs, or a comment. Unless noted, calls come from the whole dose curve; as a rule, active = well fitted curve in the direction sought with a large enough effect; inconclusive = small, poorly fitted or top-dose-only effect, or another doubt; inactive = no such curve, though single readings can be large; an effect the other way counts as inactive or inconclusive.

SMILES	KCNH2 3.1 block	Gal4-VP16 FLuc	Mito fusion act	Menin-MLL TR inh	MBNL1 CUG block	NPC1 prom act	RORgamma inh	Rab9 prom act	PKM2 activator	ELG1 repair inh	FLuc counter
Cc1nn(-c2ccccc2)c(N2CCCC2)c1/C=N/NC(=O)c1ccccc1O	-10	10µM*	-5%	0%	-9%	-2%	10µM*	-6%	12%	-11%	-16%
CC(C)c1ccc(C2CC(c3ccc(Br)cc3)=NN2C(N)=S)cc1 (stereo unspecified)	13	5.6µM*	?	-1%	4%[11.5 µM]	19%	1.8µM*	18%	?	?	?
Cc1cccc(OCCNc2ccc(C(F)(F)F)cc2[N+](=O)[O-])c1	-1	?	-1%	9%	0%	18%	-10%	25%	-3%	?	?
CCC(Oc1nc2ccccc2nc1-c1ccccc1NC(C)=O)C(=O)c1ccccc1 (stereo unspecified)	-12	-13%	3%	?	1%	-4%	18%	0%	0%	-20%	1%
CCN(CCCNC(=O)CNC(=O)c1nn(-c2ccc(OC)cc2OC)c(=O)c2ccccc12)c1cccc(C)c1	-5	-20%	6%	21%	4%	2%	-19%	-4%	8%	1%	0%
C#Cc1ccc([C@@H]2C=C(C(=O)NC3CC3)O[C@H](OCCCCO)C2)cc1	-1	8%	-18%	nt	1%	3%	45%	-1%	-3%	?	-17%
CC1CCN(CC(=O)N2CCCc3c2c(=O)oc2ccc(OCc4ccccc4)cc32)CC1	-37	?	6%	-4%	11%	0%	?	6%	0%	?	-8%&0%
COc1cc(/C=C(/C#N)c2nc3ccccc3[nH]2)ccc1Oc1ncccc1[N+](=O)[O-]	5	-22%	3%	nt	?	1%	-12%	7%	2%	?	-16%
CCOC(=O)c1nnc(-c2ccccc2)nc1Oc1ccc(Cl)cc1	7	10µM*	-4%	10%	26%	-2%	20µM*	-2%	8%	-9%	1%
COC(=O)/C=C1\NCCSC1=O	-7	-8%	9%	3%	15%	5%	-10%	-7%	3%	-4%	2%
CC(CNC(=O)COc1ccccc1)OC(=O)Nc1ccc(Cl)c(Cl)c1 (stereo unspecified)	3	-23%	-7%	?	-6%	-2%	42%	-8%	2%	-3%	-2%
Cc1cccc(NCc2cc(Cl)ccc2O)n1	-5	21%	14%	10%	?	-3%	35%	-1%	5%	14%	?
COCCN1C(=O)N[C@@H](c2cccs2)C(C(=O)OC)=C1C	15	1%&2%	-1%	1%&1%	-3%	-2%	-14%&-3%	-2%	0%	15%	4%
CCC(=O)c1ccc(OCC(=O)OCC(=O)NC2CCCCCCC2)cc1	-7	-8%	-1%	nt	-4%	-2%	-9%	12%	-6%	0%	-3%
COc1cc(/C(C)=C/c2ccccc2)c2c(c1)oc1ccccc12	nt	-1%	1%	13%	0%	1%	7%	3%	2%	-3%	0%
COCCCN1C(=O)/C(=C/c2ccc(CNS(=O)(=O)c3ccccc3)o2)C(C(=O)OC)=C1C	6	-18%	-1%	-12%	21%	-3%	11%	-9%	2%	-3%	3%
CN(C)CCCNC(=O)/C(=C\c1ccc(-c2ccc(Br)cc2)o1)NC(=O)c1ccccc1	-117*	?	-3%	?	?	-6%	?	-2%	-1%	-20%	12%
Cc1cccc(OCc2nnc(SCn3nnc4ccccc4c3=O)o2)c1	0	-3%	11%	-10%	-2%	-2%	18%	10%	4%	9%	3%
Cc1nonc1C1CCCN1Cc1cn[nH]c1-c1ccc(-c2ccccc2)cc1 (stereo unspecified)	2	-6%	?	38%[activator]	-2%	4%	-35%	12%	-3%	6%	-6%
O=C(CCCn1c(SCc2ccccc2F)nc2ccccc2c1=O)NCC1CCCO1 (stereo unspecified)	6	2%	7%	?	0%	0%	?	2%	4%	?	-2%
COc1ccc(NC(=S)N2CCN(C(=O)c3ccco3)CC2)cc1OC	7	-10%	1%	nt	0%	0%	-23%	2%	nt	10%	-2%
CCOC(=O)C(=O)Nc1cc(C)nn1-c1nc2ccccc2[nH]1	-1	-8%	0%	nt	nt	-2%	-34%	-5%	2%	?	-13%
COc1cc(/C=N/NC(=O)C2C3CCCCC32C)cc(Br)c1O (stereo unspecified)	9	5µM*	3%	?	nt	-8%	7.1µM*	-1%	8%	5%	?
O=C(Cn1nc(-c2ccc3c(c2)OCCO3)ccc1=O)Nc1ccc(-n2cnnn2)cc1	-7	-2%	4%	?	0%	-5%	21%	-1%	0%	4%	0%
CC1(c2ccc3ccccc3c2)NC(=O)NC1=O (stereo unspecified)	-17	5%	-2%	5%	-2%	1%	5%	8%	nt	13%	4%
CN(C)C(=O)c1nc2ccc(Cl)cn2c1CNCc1ccccc1OC(F)(F)F	-35	-15%	14%	-7%	11%	-4%	?	-1%	-4%	-5%	-1%
O=C(NC(Nc1nc2ccc([N+](=O)[O-])cc2s1)(C(F)(F)F)C(F)(F)F)c1cccnc1	-1	6.3µM*	6%	?	?	-44%[inhibitor]	?	-49%[inhibitor]	-7%	?	2%
COc1cccc(C2=CC(c3ccc(OC)c(OC)c3)NC(=S)N2)c1 (stereo unspecified)	13	-10%	0%	nt	nt	1%	?	-10%	-2%	?	-6%
COCCN(C(=O)Cc1coc2cc(C)c(C)cc12)c1c(N)n(Cc2ccccc2)c(=O)[nH]c1=O	-4	nt	-1%	nt	nt	4%	nt	-1%	nt	11%	1%
CC1CCCC(C)N1C(=O)COC(=O)c1ccc2c(c1)OCO2 (stereo unspecified)	15	13%	0%	-7%	-3%	17%	?	17%	-4%	?	?
N=c1n(CC(=O)c2ccc(Br)cc2)c2ccccc2n1Cc1ccccc1	-84*	nt	-14%	nt	nt	1%	nt	3%	nt	?	2%
Cn1ccnc1SCc1cn2cc(Br)ccc2n1	9	10µM*	-15%	-2%	-4%	0.32µM*	11µM*	0.56µM*	3%	?	3.8µM*
CCc1cc2c(=O)c(-c3cscn3)coc2cc1O	7	?	15%	6%	-6%	26%	?	26%	-7%	?	?
Cc1sc2c(c1C)c(=O)n(-c1ccccc1)c(=O)n2CC(=O)NCC1CCCO1 (stereo unspecified)	18	3%	-10%	-11%	-5%	6%	7%	-1%	-4%	?	0%
CCn1c(CN2CCCCC2)nc2cc(S(=O)(=O)N3CCCCC3)ccc21	8	nt	-6%	nt	nt	-2%	nt	-2%	nt	-2%	nt
C/C(=N\NC(=O)Cc1ccccc1)c1ccc(Br)s1	0	2%	0%	?	5%	13%	-18%	11%	-5%[11.5 µM]	0%	-1%
Cc1cccc(NC(=S)N2CCOCC2)c1C	5	?	0%	-26%	-1%	-8%	?	-1%	-2%	7%	-2%
CC1(c2cccc(Br)c2)NC(=O)NC1=O (stereo unspecified)	2	-3%	0%	-4%	-2%	-7%	0%	-5%	4%	3%	2%
CC1Oc2ccccc2N(CC(=O)NCc2cccs2)C1=O (stereo unspecified)	5	-3%	-1%	4%	3%	0%	50%	1%	9%	?	-12%
CCOC(=O)c1ccc(NC(=S)N2CCSC2c2ccc(Cl)cc2)cc1 (stereo unspecified)	-3	?	?	-5%	?	-6%	14µM*	-4%	0%	10%	-3%
Cc1ccc(C)c(N2C(=O)c3cc(N4CCOCC4)c([N+](=O)[O-])cc3C2=O)c1	-2	?	0%	-3%	?	-3%	?	-11%	1%	-3%	1%
CCOC(=O)c1ccc(N2CCOCC2)c(NC(=O)COCC(=O)O)c1	5	9%	-1%	nt	-3%	0%	-8%	-1%	-3%	-7%	-1%
O=C(NCc1nc2ccccc2[nH]1)C1=C[C@@H](c2ccc3c(c2)OCO3)C[C@@H](OCc2ccc(CO)cc2)O1	nt	-2%	-11%	nt	4%	-6%	-19%	-4%	9%	?	0%
Cc1cc(C(=O)CSc2nc(N)cc(N)n2)c(C)n1CCc1ccc(F)cc1	13	-8%	-1%	7%	0%	-5%	-5%	-5%	-7%	?	1%

Only part of the results is shown, so the mix of outcomes need not match the whole.
